Assay outcomes: PubChem, Broad Institute
PglD DTNB: PglD (C. jejuni) enzyme inhibition; purified PglD enzyme, DTNB colorimetric CoA detection; inhibition, % at 12.5 µM; actives 0.098% (n = 360,000); AID 602405; in the data active = inhibition above about 16%, passing the limit was not always enough; also: strong numbers were not always called active
Cneo AK release: Cryptococcus neoformans lysis via adenylate kinase release; C. neoformans lysis, adenylate kinase release luminescence, 4 h; normalised: neutral wells 0, clomiphene wells 100; lysis activity, % at 15 µM; actives 0.2% (n = 360,000); AID 651654;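 active = mean lysis activity across replicates of at least 80%, whatever share of replicates individually reach that level; inactive = mean lysis activity below 80%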
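Material – Cryptococcus neoformans yeast cells · Quantity – 5 × 10^6 yeast cells/mL · Buffer or medium – YPD medium · Compound – single dose · Timing – 4 h static compound exposure, 37 °C, read 1 h post-reagent · Signal – adenylate kinase release luminescence · Read-out basis – lysis from increased AK signal · Benchmarks – Clomiphene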
PGC1a acetyl inh: PGC1a acetylation modulation, inhibitor mode; U2OS PGC1a acetylation, AlphaScreen anti-acetyl-lysine; with virally co-expressed GCN5 acetyltransferase; inhibition, % at 15.6 µM; actives 0.17% (n = 350,000); AID 651687;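 active = every replicate shows inhibition of at least 40%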;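 also: 0% = neutral control wells and 100% = positive control wells; some results beyond the cut were filed as inactive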
ARNT TACC3 PPI: disruptors of human ARNT/TACC3 interaction; inhibition, % at 9.99 µM; Q9Y6A5; actives 0.66% (n = 390,000); AlphaScreen His-ARNT PAS-B/GST-TACC3 binding, luminescence; TACC3 fragment carries E629A point mutation;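 active = mean inhibition of replicates at least 50% and at least half of replicates each reaching 50%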;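 also: 0% = complete ARNT plus TACC3 wells and 100% = ARNT alone without TACC3; many hits fall short of the cut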
INS-1E GSIS act: GLuc luminescence reporter in INS-1E cells, primary screen for activators of glucose-dependent secretion of insulin; INS-1E GLuc reporter insulin secretion, 2-3 h; activation, % at 16.6 µM; actives 0.61% (n = 370,000); AID 743287;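 active = lowest replicate activation of at least 40%, so every replicate reaches that level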;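 also: 0% = median of neutral control wells and 100% = median of IBMX positive control wells; some compounds called inactive have numbers as strong as hits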
Statin myotox sup: protects C2C12 myotubes from simvastatin toxicity; ATP luminescence, 48 h; scaled: DMSO 0, geranylgeraniol control 100; actives 0.78% (n = 330,000); rescue of ATP level, % at 7.49 µM; AID 602340;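 active = mean ATP rescue above about 67%, or every replicate alone reaching that limit, limit read from the data, passing the limit was not always enough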;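 also: myotubes were challenged with 10 µM simvastatin during compound exposure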
PAX8 reporter: PAX8 transcriptional activity inhibition | RMG-I TPO-luciferase reporter, SteadyGlo, 24 h | inhibition, % at 12.6 µM | actives 1.2% (n = 360,000);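 active = mean replicate inhibition at least 60% with every replicate also reaching 60%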;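 also: luciferase light reporting Pax8 driven TPO promoter activity; plate controls were median of neutral control wells for no effect and mitoxantrone controls for full effect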
LGR2 antag: inhibitors of bursicon-induced Drosophila LGR2 receptor cAMP signaling; inhibition, % at 9.99 µM; AID 720647; actives 0.35% (n = 380,000); HEK293 LGR2, CRE-luciferase, bursicon-stimulated, 4 h;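 active = drop in luminescence signal, shown as inhibition above about 50% in the replicate tests, limit read from the data, passing the limit was not always enough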;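 also: agonist challenge used bursicon conditioned medium at about half maximal strength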
Numbers without * were called inactive; . = no result given.

Start of the data: the first 2 compounds (preview)
smiles	Statin myotox sup	PGC1a acetyl inh	PglD DTNB	Cneo AK release	INS-1E GSIS act	LGR2 antag	ARNT TACC3 PPI	PAX8 reporter
C[C@@H]1CN([C@H](C)CO)C(=O)c2cc(NS(=O)(=O)c3ccccc3)ccc2O[C@@H](C)CCCCO[C@H]1CN(C)C(=O)Nc1ccc(F)cc1	.	-9	-6	-3	-30	-5	2	18
COc1cccc(C(=O)N(C)Cc2c(C)nn(C3CCS(=O)(=O)C3)c2C)c1 (stereo unspecified)	-2	.	-1	-1	2	-6	23	-7

The whole of this part, previewed entries included:
smiles	Statin myotox sup	PGC1a acetyl inh	PglD DTNB	Cneo AK release	INS-1E GSIS act	LGR2 antag	ARNT TACC3 PPI	PAX8 reporter
C[C@@H]1CN([C@H](C)CO)C(=O)c2cc(NS(=O)(=O)c3ccccc3)ccc2O[C@@H](C)CCCCO[C@H]1CN(C)C(=O)Nc1ccc(F)cc1	.	-9	-6	-3	-30	-5	2	18
COc1cccc(C(=O)N(C)Cc2c(C)nn(C3CCS(=O)(=O)C3)c2C)c1 (stereo unspecified)	-2	.	-1	-1	2	-6	23	-7
CN(C(=O)c1cccc(NC(=O)Cc2ccc(NC(=O)C3CCCN(C(=O)C4CC4)C3)cc2)c1)C1CCC1 (stereo unspecified)	-1	-1	-1	-2	-1	-30	1	9
CC(=O)Nc1ccc(S(=O)(=O)NCC(C)NS(=O)(=O)c2ccc(NC(C)=O)cc2)cc1 (stereo unspecified)	1	9	0	-1	2	.	1	-11
C/C(=N\NC(=O)c1cccc(S(=O)(=O)N2CCOCC2)c1)c1ccc(O)cc1	-2	-5	6	2	7	-19	1	12
Cc1ccc(CN(C)C(=O)c2cc(COc3cccc(C(F)(F)F)c3)on2)o1	-3	4	3	-4	-5	9	-5	.
CCc1noc(C)c1C(=O)N(CC)CC(=O)Nc1cc(Cl)ccc1C	8	0	5	3	.	.	-3	5
C[C@H](CO)N1C[C@H](C)[C@@H](CN(C)C(=O)Nc2cccc3ccccc23)OCCCC[C@H](C)Oc2ccc(NC(=O)NC3CCCCC3)cc2C1=O	.	3	4	-8	3	24	-13	3
COc1ccc(Cl)cc1NS(=O)(=O)c1cc(Cl)ccc1OC	14	6	1	.	-2	1	-2	-13
COc1cc(OC)cc(-c2c(-c3cccs3)c3cc(-c4cnc(N)nc4)ccc3n2C)c1	-40	-17	-3	-1	9	-6	-8	10
O=C(CN1CCNCC1)Nc1ccccc1Cl	-4	-2	-10	-6	.	.	0	7
Cc1cccc(C)c1N=C1NN=C(c2ccccc2F)CS1	.	.	.	.	-7	-25	4	-13
CN(C)S(=O)(=O)N(CC(=O)N1CCOCC1)c1ccccc1	1	14	4	0	10	14	-1	.
CCN(C(=O)COC(=O)COc1ccc2c(C)cc(=O)oc2c1)C1CCS(=O)(=O)C1 (stereo unspecified)	.	7	.	.	-4	3	-5	-14
CC(=O)c1c(C)[nH]c(C(=O)Nc2cccc(C)c2C)c1C	-14	.	6	-2	9	15	-3	-6
Cc1ccc(S(=O)(=O)N2CCCC2C(=O)OCc2ccccc2)cc1 (stereo unspecified)	.	.	.	.	-8	7	-12	10
Cc1ccc(NNc2c(C)nc3ccccc3nc2=O)cc1	.	-3	.	.	17	-2	.	-58
CC1CCN(C(=O)c2scc3c2OCCO3)CC1	17	7	-3	0	.	.	.	-27
C[C@H]1CN([C@@H](C)CO)C(=O)c2cccc(N(C)C)c2O[C@@H]1CN(C)S(=O)(=O)c1ccccc1	-4	-6	0	-2	-7	22	-3	10
Cc1cc(NC(=O)c2ccc3sc([C@@H]4O[C@H](CO)[C@H](O)[C@H](O)[C@H]4O)nc3c2)no1	6	5	-2	-1	-7	4	.	-15
CCOc1ccc(S(=O)(=O)N2CCOCC2)cc1NC(=O)CCN1C(=O)NC2(CCCC2)C1=O	0	.	2	-1	-2	-4	.	1
CC(=O)NCC(=O)N(C)C(C(=O)Nc1ccc(C(C)C)cc1)c1ccccc1 (stereo unspecified)	13	5	-1	-1	.	.	0	-19
CCc1cccc2c(C(=O)CCl)c[nH]c12	4	10	4	4	.	-4	4	3
Cc1cc(C(O)c2ncc(-c3cccc(F)c3)[nH]2)ccc1F (stereo unspecified)	9	1	4	2	-16	20	.	35
Cc1ccc(NC(=O)NC(=O)CSc2n[nH]c(N)n2)c(C)c1	-2	.	-3	2	3	-23	1	-10
CCCNC(=O)COC(=O)c1ccc(N2CCCC2)c([N+](=O)[O-])c1	.	.	.	.	-5	2	40	-17
CC(NC(=O)c1ccc(-c2ccccc2)cc1)C(c1ccccc1)N1CCOCC1 (stereo unspecified)	-4	4	1	-1	-30	3	.	8
COc1ccc(CCNC(=O)CCc2nc3ccccc3[nH]2)cc1OC	11	-8	3	0	90*	4	2	-14
O=C(Cn1cc(CN2C(=O)COC[C@H]2c2ccccc2)nn1)Nc1nccs1	.	8	2	-1	.	.	6	17
O=C(c1ccc2ccccc2c1)N1CCN(Cc2ccccc2)CC1	0	0	-3	-4	-32	-43	-11	-36
Cc1cc(C)n(C(=O)COc2ccc([N+](=O)[O-])cc2)n1	-1	9	-1	2	3	14	-3	6
O=C(NC1CCCCC1)[C@H]1[C@H](CO)[C@H]2Cn3c(cccc3=O)[C@H]2N1CC1CCOCC1	-1	.	-1	-1	3	16	-6	.
CC(=O)Nc1ccc(NC(=O)c2ccccc2Br)cc1	-2	12	-7	0	-1	11	.	-8
COc1ccc(S(=O)(=O)Nc2ccc3c(c2)C(=O)N([C@H](C)CO)C[C@H](C)[C@@H](CN(C)Cc2ccncc2)OCCCC[C@H](C)O3)cc1	.	-6	6	-1	-4	4	-16	-15
CCSc1nnc(NC(=O)c2csc3c2CCC(C)C3)s1 (stereo unspecified)	-6	-15	6	7	.	.	-9	.
COc1ccc(C(=O)C2CCCN(C(=O)c3cccc(N4CCCC4=O)c3)C2)cc1OC (stereo unspecified)	5	-4	-3	1	28	-46	1	5
Cc1cc(C=O)c(C)n1-c1ccc(Cl)c(C(=O)O)c1	.	1	.	.	-4	9	.	7
C[C@@H]1CN([C@H](C)CO)S(=O)(=O)c2ccc(C3=CCCC3)cc2O[C@H]1CN(C)C(=O)C1CCC1	-45	12	-1	0	-15	14	-5	.
COc1ccc(NC(=O)N2CCCCN3[C@H](CO)[C@@H](c4ccc(-c5ccccc5F)cc4)[C@H]3C2)cc1	-76	-10	5	1	-5	0	16	2
COc1ccc2ccc(=O)oc2c1CC=C(C)C	-13	4	3	-1	62*	-25	-11	.
O=c1cc(O)nc(SC23CC4CC(CC(C4)C2)C3)[nH]1	-23	-7	-3	-3	-16	-9	1	.
COc1ccccc1OCCNC(=O)c1ccccc1OCc1c(C)noc1C	-2	.	5	3	.	.	8	-6
C/C=C(\C)C(=O)NCCN1C2=NC[C@H](Cc3ccc(O)cc3)N2C[C@@H]1Cc1ccc(OC)cc1	4	4	7	-1	-1	5	15	-2
COc1ccc(-c2csc3nc(-c4cccnc4)nc(Cl)c23)cc1OC	.	.	.	.	15	-6	7	29
N/C(=N\NC(=O)c1sccc1OCc1ccc(Cl)cc1Cl)c1ccccn1	.	27	.	.	-17	14	-17	1
CCCCN(C)S(=O)(=O)c1ccc(C(=O)N(CCN(C)C)c2nc3ccc(C)cc3s2)cc1	-5	.	-2	0	-11	.	.	-34
CCOc1ccc(C2c3cc(OC)c(OC)cc3CC(=O)N2c2ccc(OC)cc2)cc1 (stereo unspecified)	.	-11	0	0	-7	0	.	.
O=c1cc(-c2ccccc2)[nH][nH]1	-4	3	-3	2	-19	14	10	.
CC(C)c1ccc(C(CC(=O)O)N2Cc3ccccc3C2=O)cc1 (stereo unspecified)	1	-4	-1	-4	-7	-36	23	-1
CCOC(=O)C1=C(CNCc2ccccc2Cl)NC(=O)NC1c1ccc2c(c1)OCO2 (stereo unspecified)	.	-10	1	0	.	.	2	.
CCCN(CC(=O)Nc1ccccc1Br)CC(=O)Nc1ccc(F)c(F)c1F	.	.	.	.	-13	-1	-11	13
Cc1ccc(N(Cc2cc3ccc(C)cc3[nH]c2=O)C(=O)c2ccco2)cc1	.	-9	.	.	1	2	-41	-10
COc1ccc(-c2cc3c(=O)n(CC(=O)NCCCN4CCC(N5CCCCC5)CC4)nc(C)n3n2)cc1	17	-10	1	-2	14	13	0	-5
COc1ccc(N2CN=C3SCC(=O)N3C2)cc1	106*	-1	9	2	.	.	1	-40
Cc1ccsc1/C=N/NC(=O)CNC(=O)c1ccccc1	-6	4	1	-1	3	-10	1	-18
Cc1ccc(-c2csc(NC(=O)c3ccc(Br)cc3)c2C(=O)O)cc1	-4	.	.	.	-14	-25	-5	-10
C[C@@H]1CCCCO[C@@H](CN(C)CC2CCCCC2)[C@@H](C)CN([C@@H](C)CO)C(=O)c2cc(NC(=O)c3ccccc3)ccc2O1	.	-5	1	1	-11	-4	10	9
COc1ccc(NC(=O)c2nnn(CC(=O)Nc3ccc4c(c3)OCO4)c2N)cc1OC	6	11	3	-1	11	1	-5	-15
CC(C)NC(=O)N(C)C[C@@H]1Oc2ncc(-c3ccccc3F)cc2C(=O)N([C@H](C)CO)C[C@@H]1C	10	10	3	1	8	-21	-8	.
COc1cc(CN(C(=O)c2ccco2)C2CCS(=O)(=O)C2)cc(OC)c1OC (stereo unspecified)	-20	0	1	-5	22	8	-3	-8

(further entries)
smiles	Statin myotox sup	PGC1a acetyl inh	PglD DTNB	Cneo AK release	INS-1E GSIS act	LGR2 antag	ARNT TACC3 PPI	PAX8 reporter
Cc1cc(Cl)ccc1-c1nc(NC(C)C)nc2ccsc12	7	.	3	0	7	-4	.	0
Cc1ccc(-n2nnnc2SC(C)C(=O)Nc2ccccc2-c2ccccc2)cc1 (stereo unspecified)	16	-5	.	.	-17	27	0	-6
Cc1cc(NC(=O)Cc2ccccc2)ccc1NC(=O)c1cccs1	.	2	.	.	1	-11	-27	19
O=C(c1cccnc1)N1C[C@@H]2[C@H](c3ccccc31)[C@@H](CO)N2C(=O)Nc1ccc(F)cc1	-1	6	-2	-1	5	-15	-6	2
COc1ccc(NC(=O)Nc2ccc3c(c2)C(=O)N([C@H](C)CO)C[C@H](C)[C@@H](CN(C)Cc2ccc4c(c2)OCO4)O3)cc1	30	2	1	-8	-11	15	3	-11
O=C(N/N=C/c1sc(N2CCOCC2)nc1-c1ccccc1)c1cccc(S(=O)(=O)N2CCOCC2)c1	-25	-30	.	.	9	-4	5	50
Cc1ccc(S(=O)(=O)Nc2ccc3c(c2)C(=O)N([C@H](C)CO)C[C@@H](C)[C@@H](CN(C)Cc2ccc(C(F)(F)F)cc2)O3)cc1	43	-10	.	.	-10	-14	.	7
Cc1c(C(=O)NCCC2=CCCCC2)sc2ncnc(N3CCCCC3C)c12 (stereo unspecified)	-20	.	-6	1	2	-1	3	-1
CCN(CC(=O)Nc1c(F)cccc1F)C(=O)Cc1cccs1	-1	-2	-2	0	-2	-16	-1	12
COc1cc2c(cc1OC)C(C)N(C(=O)Nc1ccc(F)cc1)CC2 (stereo unspecified)	7	-13	1	0	-5	8	7	35
CC(=O)NCCc1ccc(S(=O)(=O)NCc2ccc3c(c2)OCO3)cc1	42	0	-2	15	.	.	-1	.
C[C@@H]1CN([C@H](C)CO)C(=O)Cc2cc(NC(=O)CCC(F)(F)F)ccc2O[C@@H]1CN(C)C(=O)Nc1ccc(C(F)(F)F)cc1	5	-3	0	0	2	18	-12	-7
CCN(CC)S(=O)(=O)c1ccc(N2CCCC2)c(NC(=O)c2ccccc2OC)c1	.	1	1	0	-29	-9	-24	21
O=C(CSc1nnc(NC(=O)c2ccccc2F)s1)NC1CCCC1	5	.	3	0	-3	1	15	-80
